# Screens: PubChem BioAssay, several laboratories
# PMI act: activators of human phosphomannose isomerase. purified human PMI, coupled resazurin fluorescence, 20 min; hits give high values; 1 = vehicle control, 0 substrate-free wells. activation factor at 20 µM. hit rate 0.005% among 190,000. P34949. AID 1214;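 active = activation factor of 2 or more at 20 µM, relative to plate controls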
# Target sequence (P34949 whole entry, looked up): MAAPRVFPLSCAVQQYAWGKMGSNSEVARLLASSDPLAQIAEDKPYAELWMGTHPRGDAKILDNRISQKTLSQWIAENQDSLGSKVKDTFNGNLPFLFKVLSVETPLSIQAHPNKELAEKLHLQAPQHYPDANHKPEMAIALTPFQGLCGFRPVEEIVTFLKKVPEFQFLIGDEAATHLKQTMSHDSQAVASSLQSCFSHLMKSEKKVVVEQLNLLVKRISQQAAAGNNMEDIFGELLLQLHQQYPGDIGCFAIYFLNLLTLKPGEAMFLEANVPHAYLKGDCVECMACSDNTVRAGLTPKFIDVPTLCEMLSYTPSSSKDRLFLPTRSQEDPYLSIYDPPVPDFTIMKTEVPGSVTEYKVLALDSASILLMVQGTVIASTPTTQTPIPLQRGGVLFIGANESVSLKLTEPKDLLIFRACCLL
# NF-kB expr up: NF-kB expression increase, human neuronal cells | AID 1239 | fold change at 12.5 µM | hit rate 1.6% among 190,000 | NF-kB reporter expression; hits give high values; in the data active = fold change above about 3.3
# APP 5'UTR act: activates APP 5'UTR luciferase reporter; SH-SY5Y APP 5'UTR luciferase reporter, luminescence; zero percent = DMSO vehicle wells; hit rate 1% among 190,000; activation, % at 2 µM; AID 1276;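 active = activation above a set limit, based on mean plus 3 SD of controls, cut at about 140% in these data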; note: values of inactives mirror those of a sister screen read the other way
# TNAP act hiacc: activators of human TNAP at high phosphate acceptor concentration. activation factor at 20 µM. 200,000 tested, under 10 active. purified TNAP, CDP-star luminescence, 1 M DEA, 30 min; hits give high values; 0 = EDTA background, 1 = DMSO-only activity;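 active = activation factor at least 2 at 20 µM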
#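 Test system – human TNAP · Doses – 20 µM single point · Incubation – 30 min, room temperature · Signal – luminescent substrate turnover signal · Read-out basis – activation factor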
# FLuc stim CS: firefly luciferase counter-screen for stimulation assays; ATPlite luciferase biochemical, luminescence, 10 min; 0 = ATP-free wells, 1 = DMSO control; activation factor at 10 µM; 200,000 tested, under 10 active;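 active = luciferase activation factor, scaled between plate controls, of at least 2 with compound at 10 µM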
# Target sequence (P08659 whole entry, looked up): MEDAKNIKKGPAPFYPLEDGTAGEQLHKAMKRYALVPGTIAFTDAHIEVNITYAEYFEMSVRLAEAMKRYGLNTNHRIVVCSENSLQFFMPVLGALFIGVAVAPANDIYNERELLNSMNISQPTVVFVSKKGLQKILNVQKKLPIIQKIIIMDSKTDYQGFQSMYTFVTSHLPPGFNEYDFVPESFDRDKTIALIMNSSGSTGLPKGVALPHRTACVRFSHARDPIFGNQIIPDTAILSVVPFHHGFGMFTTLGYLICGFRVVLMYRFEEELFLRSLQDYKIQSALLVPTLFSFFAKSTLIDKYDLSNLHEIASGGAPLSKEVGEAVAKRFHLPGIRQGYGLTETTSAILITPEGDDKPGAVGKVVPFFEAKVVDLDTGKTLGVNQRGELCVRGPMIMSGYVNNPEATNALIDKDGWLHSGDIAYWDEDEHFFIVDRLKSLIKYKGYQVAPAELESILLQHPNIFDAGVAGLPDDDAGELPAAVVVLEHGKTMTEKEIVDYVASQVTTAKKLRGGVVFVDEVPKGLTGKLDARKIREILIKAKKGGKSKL
#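 Material: Luciferase/luciferin reagent mix; Doses: test compounds dosed from 2 mM stocks in 100% DMSO; Schedule: 10 min incubation after luciferase reagent addition, room temperature; Measured by: luminescence from luciferase reaction; Read-out: luminescence gain marking luciferase activators.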
# TNAP inh hiacc: inhibitors of human TNAP at high phosphate acceptor concentration; P05186; purified TNAP, CDP-star luminescence, 1 M DEA; inhibition, % at 20 µM; hit rate 0.03% among 200,000; AID 1135;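 active = over 50% inhibition of tissue-nonspecific alkaline phosphatase at 20 µM in the single-dose screen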;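 note: plate controls were DMSO wells for no effect and EDTA-quenched wells as full inhibition for full effect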
# TNAP inh noacc: blocks human TNAP activity with no phosphate acceptor present. inhibition, % at 20 µM. AID 1012. hit rate 0.26% among 200,000. purified TNAP, CDP-star luminescence, 30 min. P05186;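 active = tissue-nonspecific alkaline phosphatase inhibition above about 50% at 20 µM in the single-dose screen, limit read from the data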;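 note: 0% = DMSO negative control and 100% = EDTA positive control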
# PMI act hi M6P: PMI (human) activation, high substrate; P34949; coupled PMI enzyme assay, resazurin fluorescence, 20 min; hits give high values; 1 = untreated enzyme, 0 = substrate-free blank; activation factor at 20 µM; hit rate 0.34% among 190,000; AID 1216;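 active = activation factor of 2 or more at 20 µM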
#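 Technique: Diaphorase-driven resazurin-to-resorufin fluorescence, excitation 544, emission 590 nm | Assay system: Human PMI in coupled enzyme assay | Times: Enzyme reaction with compound 20 min at room temperature | Medium: HEPES-buffered pH 7.4 with magnesium and detergent | Reagent: Mannose-6-phosphate 1.0 mM (near-saturating) plus 0.22 mM NADP+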
# FLuc inh counter: Photinus pyralis luciferase inhibition counter-screen | ATPLite firefly luciferase biochemical luminescence, 10 min | inhibition, % at 10 µM | hit rate 1.5% among 200,000 | AID 1006;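 active = inhibition above about 50% when tested at 10 µM, limit read from the data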
# bIAP act: increases bovine intestinal alkaline phosphatase activity; purified bovine IAP, CDP-star luminescence, 30 min; hits give high values; fold of DMSO-control signal, blank-subtracted; activation factor at 20 µM; hit rate 0.17% among 200,000; AID 1016;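 active = activation factor of 2 or more at 20 µM, a signal rise over negative controls twice the positive control's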
# Starred values were filed as active, the others as inactive; . = no result given. Not a hit list; about 3.6% have a hit in one of these screens.
SMILES,PMI act,NF-kB expr up,APP 5'UTR act,TNAP act hiacc,FLuc stim CS,TNAP inh hiacc,TNAP inh noacc,PMI act hi M6P,FLuc inh counter,bIAP act
CCCc1cc(C(=O)NC2CCCC2)no1,0.9,1.51,29.3,1,0.9,2.4,-3.2,1,6.3,0.9
Cc1ccc(C(=O)Nc2ccc(N3CCN(C(=O)c4ccco4)CC3)cc2)cc1,0.9,1.39,6.5,1,1,-0.5,-3.3,1,-1.0,0.9
Cc1noc(C)c1C(=O)NC(C)c1ccc2c(c1)OCO2 (stereo not given),0.9,1.06,-5.0,1,1,-1.3,-5.6,0.9,-4.3,0.9
CC(C)OCCCNC(=O)NC12CC3CC(CC(C3)C1)C2,0.9,1.24,-2.9,1,1.1,-3.6,-8.1,0.9,-5.8,0.9
CCOC(=O)c1c(NC(=O)Cn2cnc([N+](=O)[O-])n2)sc(C)c1C,1,1.25,-29.9,1,1,-1.4,-8.2,1,-3.0,1
O=C(N/N=C/CCc1ccccc1)c1ccc(CN2c3cccc4cccc(c34)S2(=O)=O)cc1,1,0.7,4.5,0.9,0.9,9.5,0.6,1.1,5.1,0.4
O=[N+]([O-])c1ccc(OCc2cnc(Cl)s2)cc1,0.9,1.13,12.1,1,1,-1.0,-5.1,0.9,-3.1,1
COc1ccc(CN(C)CC(=O)NC(C)c2ccccc2)cc1OC (stereo not given),1.1,1.62,2.4,1,1.1,-2.3,-12.0,1.1,-7.2,1
Cc1csc(NC(=O)/C=C/c2ccc(C)o2)n1,0.9,1.77,88.3,1,0.7,-2.0,-15.8,0.9,35.0,1
Cc1nc2c3cc(F)ccc3n(Cc3ccccc3F)c2s1,0.9,0.8,-1.7,1,0.9,3.7,-8.7,0.9,5.5,0.7
c1ccc2c(c1)NC1(CCCCCC1)n1c-2nc2ccccc21,0.9,2.01,18.2,1,0.9,-1.8,-6.3,0.9,11.5,0.7
CNC(=S)Nc1cc(Cl)ccc1Oc1ccccc1,0.9,0.94,1.1,1.1,1.1,-5.5,-1.3,0.9,-7.1,0.9
O=C(C1=C[C@H](c2ccc(C(F)(F)F)cc2)C[C@H](OCCCCO)O1)N1CCN(Cc2ccc3c(c2)OCO3)CC1,0.8,1.2,1.0,1,1,-4.8,-3.5,0.9,-1.6,1
CCn1c(NC(=O)c2ccc(F)cc2)c2ccccc2nc1=O,0.9,0.84,.,1,1.1,-2.6,-11.1,0.9,-5.2,0.9
COc1ccc(OC)c(C(=O)CSc2nnc(Cc3cccs3)n2C)c1,1,1,1.3,1,1.1,-3.9,-11.1,1.1,-5.3,0.9
C=CCc1cc(C)ccc1OCCn1ccnc1,0.9,0.54,-7.4,1.1,1,-5.3,-12.9,0.9,-3.1,0.7
O=C(NC1C(=O)NNC1c1ccccc1)c1ccc(F)cc1 (stereo not given),0.9,1.62,3.0,1,1.1,-0.8,-5.1,0.9,-5.4,1
CSCCC(C(=O)NC1=NCCS1)N1C(=O)c2ccccc2C1=O (stereo not given),1,1.26,3.1,1,1.1,-4.8,-11.8,1,-5.7,0.9
CCOC(=O)c1c(-c2cccs2)csc1NC(=O)CNCCN1CCOCC1,0.9,1.16,-13.7,1,1,-0.5,-1.0,1.1,0.6,1.5
O=C(Cc1coc2ccc3ccccc3c12)N1CCN(c2ncccn2)CC1,0.9,0.76,3.4,1,1.1,-1.7,-9.9,0.9,-5.4,1

# Molecules listed so far containing a Cl atom, in the order listed:
SMILES,PMI act,NF-kB expr up,APP 5'UTR act,TNAP act hiacc,FLuc stim CS,TNAP inh hiacc,TNAP inh noacc,PMI act hi M6P,FLuc inh counter,bIAP act
O=[N+]([O-])c1ccc(OCc2cnc(Cl)s2)cc1,0.9,1.13,12.1,1,1,-1.0,-5.1,0.9,-3.1,1
CNC(=S)Nc1cc(Cl)ccc1Oc1ccccc1,0.9,0.94,1.1,1.1,1.1,-5.5,-1.3,0.9,-7.1,0.9

# (further entries)
SMILES,PMI act,NF-kB expr up,APP 5'UTR act,TNAP act hiacc,FLuc stim CS,TNAP inh hiacc,TNAP inh noacc,PMI act hi M6P,FLuc inh counter,bIAP act
O=C(CN1C(=O)c2ccccc2C1=O)NNC1=NS(=O)(=O)c2ccccc21,1,0.9,4.6,1,1,-2.2,-3.5,1,2.3,0.9
Cc1ccc2c(C)nc(Nc3nc(CSc4nc5ccccc5[nH]4)cc(=O)[nH]3)nc2c1,1,0.39,4.0,1,1.1,-4.9,-231.1,1.1,-5.1,1.2
O=c1cc(-c2ccc([N+](=O)[O-])cc2)nc2cc(-c3ccc(Cl)cc3)[nH]n12,1.1,1.1,26.3,1,1,3.3,51.4*,1.1,-4.1,1
Cc1cc(C)nc(SCCC(=O)N2CCOCC2)n1,1.1,1.12,-7.0,1,1,-4.2,-11.3,1,-4.1,0.9
Cc1ccc(S(=O)(=O)/N=C(\CN2CCCCC2)N2CCOCC2)cc1,1.1,1.06,-5.4,1.1,1.1,-6.8,-1.9,1,-9.1,0.7
O=C(Cc1csc(-c2ccccc2)n1)NCc1cccs1,1.1,1.6,3.5,1.1,1,-7.3,-1.4,1,0.4,1.1
CS(=O)(=O)N1CCN(c2ccccc2NC(=O)c2ccc3ccccc3c2)CC1,1,0.47,-28.6,1,1.1,-4.2,-2.5,0.9,-7.0,0.8
S=c1[nH]nc(-c2ccco2)n1-c1ccccc1Cl,1,.,22.9,1,1,-3.7,0.8,1,-1.0,1
CCn1c(SCC(=O)Nc2c(C)n(C)n(-c3ccccc3)c2=O)nnc1-c1cccc(C)c1,1,1.07,7.1,1,1,-2.9,-8.6,0.9,-4.3,1.1
Cc1c(CCC(=O)O)c(=O)n2c([nH]c3ccccc32)c1C#N,0.9,1.47,.,1,1,-3.7,-15.7,0.8,-0.2,0.9
COc1cc2c(cc1NC(=O)CSc1ccccn1)oc1ccccc12,1,1.07,22.1,1,1.1,-1.4,-7.8,1,-6.2,0.8
CCOC(=O)c1nc2sc(C)c(C)c2c(=O)[nH]1,1.2,1.18,7.4,1,1.1,-4.5,-45.7,1.1,-5.7,1.2
Cc1occc1C(=O)N/N=C/c1ccc(Br)s1,1,2.59,66.2,1,0.9,0.7,-2.3,0.9,12.1,1
COc1ccc(-c2c3c(nc4sc(C(=O)Nc5cc(C)on5)c(N)c24)CCC3)cc1,1,0.92,6.8,1.1,1.1,-9.7,-25.2,1.1,-8.8,1
Cc1ccc(N=Nc2c(C)[nH][nH]c2=O)c(C)c1,0.9,1.52,16.7,0.9,0.9,11.8,-12.1,0.9,11.4,0.8
N=c1n(Cc2ccccc2)c2ccccc2n1CC(O)COc1ccc(Cl)cc1Cl (stereo not given),.,0.75,19.1,1.1,1,-9.1,-14.3,.,-4.5,1.1
CC(=O)Nc1ccc(NC(=O)CCc2nc3ccccc3c(=O)[nH]2)cc1,1,0.97,23.5,1.1,1,-7.4,-10.5,1,-3.1,1.2
CCCCCCCCCOC1OC(CO)C(O)C(O)C1NC(C)=O (stereo not given),1,0.97,-20.2,1.1,1,-5.5,-12.5,1,-4.0,1
Cc1ccc(N2CC(C(=O)Nc3cc(C)ccc3F)CC2=O)cc1 (stereo not given),0.9,1.09,1.6,1,1,-3.0,-5.6,0.9,0.7,0.9
Cc1ccc2c(CSc3nc4nc(C)cc(C)n4n3)cc(=O)oc2c1,0.9,1.04,14.1,1,1,-3.5,-6.6,1,-1.2,1.1

# Of the compounds above, 4 have two or more sulfur atoms:
SMILES,PMI act,NF-kB expr up,APP 5'UTR act,TNAP act hiacc,FLuc stim CS,TNAP inh hiacc,TNAP inh noacc,PMI act hi M6P,FLuc inh counter,bIAP act
COc1ccc(OC)c(C(=O)CSc2nnc(Cc3cccs3)n2C)c1,1,1,1.3,1,1.1,-3.9,-11.1,1.1,-5.3,0.9
CSCCC(C(=O)NC1=NCCS1)N1C(=O)c2ccccc2C1=O (stereo not given),1,1.26,3.1,1,1.1,-4.8,-11.8,1,-5.7,0.9
CCOC(=O)c1c(-c2cccs2)csc1NC(=O)CNCCN1CCOCC1,0.9,1.16,-13.7,1,1,-0.5,-1.0,1.1,0.6,1.5
O=C(Cc1csc(-c2ccccc2)n1)NCc1cccs1,1.1,1.6,3.5,1.1,1,-7.3,-1.4,1,0.4,1.1

# New compounds follow.
SMILES,PMI act,NF-kB expr up,APP 5'UTR act,TNAP act hiacc,FLuc stim CS,TNAP inh hiacc,TNAP inh noacc,PMI act hi M6P,FLuc inh counter,bIAP act
c1ccc2oc(-c3ccc(Nc4nc(N5CCCC5)nc(N5CCOCC5)n4)cc3)nc2c1,0.9,0.97,-1.8,1,1,-0.5,-2.6,0.7,1.7,1
Cc1cc(/C=C(/C#N)C(=O)Nc2ccc(Cl)cc2)c(C)n1-c1cccnc1,0.9,1.06,19.8,1,1,0.3,1.2,1,-3.9,1
C#CCn1c(=NC(=O)CN2C(=O)CCC2=O)sc2cccc(C)c21,1,0.91,.,1.1,1.1,-6.3,-12.3,0.9,-8.8,1.1
O=C(c1ccccc1Cl)N1CCC(c2nc3c(nnn3Cc3ccco3)c(=O)[nH]2)CC1,1.1,0.95,3.0,1.1,1,-5.6,-9.0,1.1,-2.8,1
Cc1cc(-c2c(C)[nH]n(-c3ccc(Cl)cc3)c2=O)n[nH]1,0.9,1.11,22.1,1,0.9,-1.4,17.5,1.1,7.6,1.1
COc1cc(/C=C(\C#N)C(=O)NCc2cccs2)ccc1O,0.8,0.95,-10.2,0.8,1,18.8,3.0,0.8,0.4,0.9
COc1ccc(CNC(=O)C2CCCN2S(=O)(=O)c2ccccc2)cc1 (stereo not given),1,1.28,9.1,1.1,1,-8.6,-14.5,1,-4.7,0.9
Cc1ccc(C(=O)N2CC(C(=O)O)C2)cc1,1,0.96,-5.4,1,1,-0.1,1.8,1,-3.5,1.4
CC(=O)C1=NN(c2ccccc2)C(c2cccs2)N1c1ccccc1 (stereo not given),0.9,0.94,-9.5,1.1,1.1,-5.8,-6.6,1,-6.1,0.7
CCN(CC)S(=O)(=O)c1ccc(C(=O)Nc2cccc(C)c2)cc1,0.8,0.92,1.9,1,1,-0.6,-4.1,0.8,1.7,0.9
CCCOc1cc(C)c(S(=O)(=O)N2CCOCC2)cc1C,1,1.01,-6.5,1,1,-0.9,-4.0,1,-4.2,1

# With a hit mark in TNAP inh noacc, of those listed so far:
mol | PMI act | NF-kB expr up | APP 5'UTR act | TNAP act hiacc | TNAP inh hiacc | TNAP inh noacc | PMI act hi M6P | bIAP act
O=c1cc(-c2ccc([N+](=O)[O-])cc2)nc2cc(-c3ccc(Cl)cc3)[nH]n12 | 1.1 | 1.1 | 26.3 | 1 | 3.3 | 51.4* | 1.1 | 1
